Assay outcomes: PubChem, several laboratories
TROY signal inh: TROY signaling inhibition | inhibition, % at 10 µM | AID 1347056 | Q293 LMP1-TROYcd NF-kB luciferase reporter, 4 h | actives 0.98% (n = 360,000);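 active = compounds whose plate-normalised and pattern-corrected inhibition of the luciferase reporter signal at the single screening dose is 50% or more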
NOD2-RIPK2 inh: inhibitors of human NOD2-RIPK2 interaction; O43353; CHO BLA complementation NOD2-RIPK2, CCF4 ratio; inhibition, % at 4.98 µM; actives 0.38% (n = 360,000); in the data active = inhibition above about 21%;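 note: 0% = vehicle only and 100% = reference blocker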
Target sequence (O43353 whole entry, looked up): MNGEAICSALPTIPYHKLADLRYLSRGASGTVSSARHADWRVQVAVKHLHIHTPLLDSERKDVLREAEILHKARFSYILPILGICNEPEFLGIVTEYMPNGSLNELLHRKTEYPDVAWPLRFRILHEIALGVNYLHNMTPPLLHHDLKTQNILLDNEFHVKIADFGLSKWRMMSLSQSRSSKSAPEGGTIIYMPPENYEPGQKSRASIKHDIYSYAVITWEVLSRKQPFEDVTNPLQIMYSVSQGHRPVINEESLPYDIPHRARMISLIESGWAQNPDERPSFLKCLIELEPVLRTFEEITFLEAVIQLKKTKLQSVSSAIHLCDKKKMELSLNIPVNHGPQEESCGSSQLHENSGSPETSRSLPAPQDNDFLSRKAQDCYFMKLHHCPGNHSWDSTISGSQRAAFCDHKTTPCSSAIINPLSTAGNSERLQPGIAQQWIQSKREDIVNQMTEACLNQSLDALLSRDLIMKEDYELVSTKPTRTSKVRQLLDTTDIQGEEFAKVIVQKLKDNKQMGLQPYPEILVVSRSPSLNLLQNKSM
COUP-TFII inh: NR2F2 (human) inhibition, primary screen. inhibition, % at 8.6 µM. actives 0.7% (n = 370,000). HEK293T NGFI-A luciferase reporter, luminescence. AID 686940;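 active = inhibition above a per-plate cutoff, mean inhibition of test wells between control levels plus 3 SD, cut at about 38% in these data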;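 note: cells cotransfected with COUP-TFII expression vector driving the NGFI-A reporter; 0% = median of COUP-TF2 test wells and 100% = reporter-only cells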
EBV LMP1 NFkB: reduces LMP1-driven NF-kappaB luciferase signal | inhibition, % at 12.5 µM | LMP1-induced NF-kappaB luciferase reporter cells, luminescence | actives 0.69% (n = 350,000); in the data active = inhibition above about 41%; inconclusive = no clear call, values can overlap the other calls;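 note: 0% = neutral control wells and 100% = reference inhibitor control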
Vif imaging: HIV Vif inhibition | HEK293T cells, Vif self-association by quenched fluorescence, imaging, 24 h | inhibition, % at 7.49 µM | actives 0.35% (n = 340,000) | AID 602346; in the data active = inhibition above about 50%, passing the limit was not always enough; inconclusive = no clear call, values can overlap the other calls; inactive = below about 31%; note: some results filed as inactive read as strong as hits
SRC3 inh: human NCOA3 inhibition; Q9Y6Q9; HEK293 GAL4-SRC3 luciferase reporter, luminescence; inhibition, % at 3.6 µM; actives 0.17% (n = 360,000);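 active = inhibition above a per-campaign cutoff, the mean of all compounds plus 3 SD, cut at about 60% in these data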;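 note: 0% = DMSO-treated cells and 100% = gossypol-treated cells at 36 µM; higher means less SRC3-driven luciferase light from the GAL4 reporter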
TLR9-MyD88 inh: TLR9-MyD88 interaction inhibition. inhibition, % at 4.98 µM. actives 0.21% (n = 340,000). CHO BLA complementation TLR9-MyD88, CCF4 FRET ratio. Q9NR96+Q99836. AID 504734;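 active = inhibition above the mean over all tested compounds plus 3 SD, cut at about 21% in these data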;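 note: 0% = DMSO only wells and 100% = clavulanate BLA inhibitor control wells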
LRH-1 inv ag: NR5A2 inverse agonism in reporter assay | HEK293T StAR-luciferase reporter, LRH-1 transfected, 24 h | inhibition, % at 3.6 µM | actives 0.13% (n = 360,000);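 active = inhibition above the mean inhibition of all tested compounds plus 3 SD, cut at about 73% in these data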;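 note: 0% = DMSO wells and 100% = reporter-only cells lacking LRH-1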
Target sequence (O00482 whole entry, looked up): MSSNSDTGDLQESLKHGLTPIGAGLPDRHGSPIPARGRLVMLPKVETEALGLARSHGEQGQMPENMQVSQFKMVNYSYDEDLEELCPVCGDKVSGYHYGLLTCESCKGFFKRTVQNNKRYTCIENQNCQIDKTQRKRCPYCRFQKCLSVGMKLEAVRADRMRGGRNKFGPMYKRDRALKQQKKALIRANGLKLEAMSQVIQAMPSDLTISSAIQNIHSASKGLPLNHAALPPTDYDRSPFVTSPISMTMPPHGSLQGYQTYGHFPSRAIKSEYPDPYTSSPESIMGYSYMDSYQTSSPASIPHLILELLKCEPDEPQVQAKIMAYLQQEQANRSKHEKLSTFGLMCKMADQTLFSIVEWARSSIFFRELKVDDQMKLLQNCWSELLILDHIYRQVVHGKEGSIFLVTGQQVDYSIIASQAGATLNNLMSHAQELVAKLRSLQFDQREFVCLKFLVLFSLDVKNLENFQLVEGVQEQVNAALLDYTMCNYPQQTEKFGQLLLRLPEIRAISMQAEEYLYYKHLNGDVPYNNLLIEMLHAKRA
C8 TRAIL sens: caspase-8 TRAIL sensitization | NB7+C8 cells + TRAIL, ATPlite viability luminescence | actives 1% (n = 360,000) | inhibition (viability loss, TRAIL sensitization), % at 10 µM;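 active = compounds causing at least 50% loss of cell viability in the single-dose screen, relative to plate controls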
NCOA2 inhibitor: human SRC2 (NCOA2) inhibition. HEK293 GAL4-SRC2 luciferase reporter, luminescence. Q15596. actives 0.17% (n = 370,000). AID 651957. inhibition, % at 9 µM;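 active = inhibition above the mean inhibition of all tested compounds plus 3 SD, set per campaign, cut at about 52% in these data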;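 note: 0% = DMSO treated cells and 100% = cells given Gossypol at 36 µM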
NCOA1 inh: inhibits human SRC1 coactivator; Q15788; HEK293 GAL4-SRC1 luciferase reporter, luminescence; inhibition, % at 3.6 µM; actives 0.12% (n = 360,000); AID 588354;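 active = inhibition above the campaign mean plus 3 SD, with each screening campaign given its own cutoff, cut at about 60% in these data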;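 note: 0% = DMSO treated cells and 100% = gossypol at 36 µM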
An asterisk follows results filed as active; ? = inconclusive; / = no result given. Only part of the results is shown; the hit share may differ from the screen's.

SMILES | TROY signal inh | NOD2-RIPK2 inh | COUP-TFII inh | EBV LMP1 NFkB | Vif imaging | SRC3 inh | TLR9-MyD88 inh | LRH-1 inv ag | C8 TRAIL sens | NCOA2 inhibitor | NCOA1 inh
CC1CCCC(NC(=O)COC(=O)c2cc3ccccc3oc2=O)C1C (centres undefined) | -53 | 2 | -33 | -10 | 3 | -58 | 0 | -81 | -6 | -39 | -60
O=C(CSc1nnc(-c2ccncc2)n1CCc1ccccc1)NCc1ccccc1 | -3 | 3 | 5 | -2 | -2 | 5 | 3 | -4 | 4 | 18 | -10
O=C(/C=C/c1ccc(Br)cc1)c1ccc(NC2=NCCCS2)cc1 | -14 | 8 | 37 | 23 | -1 | 13 | 7 | 20 | 25 | 40 | -16
Cc1ccc(C(=O)N2CCC3(CC2)NCCc2[nH]cnc23)cc1 | 0 | -7 | -26 | 4 | -3 | -21 | -21 | 10 | 10 | 14 | -6
O=C1CCC(C(=O)Nc2cccc(C(F)(F)F)c2)N1 (centres undefined) | 7 | -12 | -1 | -2 | -2 | 5 | -6 | -1 | -12 | 10 | 14
Cc1c(Cl)c([N+](=O)[O-])nn1Cc1ccc(C(=O)N/N=C\c2ccccn2)o1 | 3 | -3 | -11 | 21 | -8 | -2 | 12 | 7 | -9 | -16 | 8
CCOc1ccccc1OCC(=O)Nc1ccc(S(=O)(=O)Nc2ncccn2)cc1 | 4 | -1 | 7 | -3 | -1 | 4 | 8 | -36 | -11 | 8 | 3
Cc1c(C#N)c2ncnc(-c3ccccc3)c2n1-c1ccccc1 | 28 | -10 | -12 | 8 | -2 | -3 | 0 | -4 | -2 | -1 | -16
Cc1c(NS(=O)(=O)c2cccc(C(=O)NCc3ccccc3Cl)c2)c(=O)n(-c2ccccc2)n1C | -4 | -6 | 3 | 0 | 1 | 6 | -1 | -15 | 4 | -14 | -1
CC(CN1CCC(n2nccc2NC(=O)CCCc2ccccc2)CC1)c1ccccc1 (centres undefined) | -8 | -3 | -3 | 17 | 2 | 1 | -1 | 11 | 1 | 11 | -5
O=C(CSc1ccc(F)cc1)Nc1ccccc1N1CCOCC1 | -16 | -8 | 19 | -4 | -9 | 17 | 5 | -14 | -7 | 22 | 15
C[C@H](CO)N1C[C@H](C)[C@@H](CN(C)S(=O)(=O)c2cccs2)Oc2ccc(NS(=O)(=O)c3ccc(F)cc3)cc2C1=O | -16 | -14 | 7 | -6 | -2 | -9 | -8 | 7 | 22 | -15 | -4
CCOC(=O)c1cc(-c2ccccc2)n(CCC(=O)NC(C)CC)c1C (centres undefined) | -12 | 1 | 8 | 5 | 0 | 15 | -2 | 13 | -1 | -3 | 16
O=C(Cn1c2ccccc2c2nc3n(c(=O)c21)CCS3)Nc1ccccc1C(F)(F)F | -10 | -24 | 13 | -10 | -18 | 14 | -4 | 14 | -20 | 2 | -26
CC(Sc1ncccn1)C(=O)Nc1ccc2c(c1)OCCO2 (centres undefined) | -1 | 3 | -1 | -6 | 7 | 0 | -5 | 2 | -7 | -19 | -4
COC(=O)C1=C(C)Nc2ncnn2C1c1cccnc1 (centres undefined) | 10 | 3 | 0 | -16 | 9 | -25 | 3 | 8 | -9 | -22 | -10
CNC(=S)NC(CC(=O)OC)c1ccc2c(c1)OCO2 (centres undefined) | 0 | -3 | 5 | -3 | -2 | -5 | -7 | 18 | -2 | -22 | -12
Fc1ccccc1/C=N/n1c(C2CCCCC2)n[nH]c1=S | -19 | -6 | 9 | -3 | 10 | -8 | -5 | 7 | -5 | 10 | 20
Cc1cc(OC(C(=O)O)c2ccccc2)c2c(C)c(Cc3ccccc3)c(=O)oc2c1 (centres undefined) | 17 | -10 | -9 | 2 | 8 | -1 | 1 | 7 | -5 | 0 | 9
CN(NS(=O)(=O)c1ccccc1)c1nc2ccccc2nc1C(F)(F)F | 10 | 6 | -2 | 7 | -8 | 2 | -4 | 5 | -9 | 0 | -5
N#Cc1ccc(CN2CCN(C(=O)CNC(=O)Cc3cccc4ccccc34)CC2)cc1 | -3 | 8 | 15 | 23 | 19 | -8 | 5 | 21 | 16 | 22 | 15
Cc1nc(SCC(=O)NC2CCS(=O)(=O)C2)c2c3c(sc2n1)CCC3 (centres undefined) | 0 | -8 | 19 | 1 | 7 | -18 | 5 | -1 | 2 | -14 | -37
Cc1ccc(C(=O)NNC(=O)C(C)Oc2ccc3ccccc3c2)o1 (centres undefined) | -7 | 7 | 18 | 3 | -2 | 0 | 4 | 19 | 13 | -16 | -13
COc1ccc(C2N(C(=O)CN3CCCC3)CCCN2S(=O)(=O)c2ccccc2)cc1 (centres undefined) | -3 | -8 | -16 | -6 | 31 | 2 | -5 | 7 | -11 | 6 | 0
CC(C)Oc1ccc(C(CC(=O)O)NC(=O)C(Sc2ccccc2)c2ccccc2)cc1 (centres undefined) | -13 | -1 | 10 | 2 | 4 | -9 | / | 3 | 1 | 0 | 1

Going on with the list:
SMILES | TROY signal inh | NOD2-RIPK2 inh | COUP-TFII inh | EBV LMP1 NFkB | Vif imaging | SRC3 inh | TLR9-MyD88 inh | LRH-1 inv ag | C8 TRAIL sens | NCOA2 inhibitor | NCOA1 inh
CCOC(=O)NC(=O)/C(C#N)=C\c1ccccc1 | -1 | -13 | 11 | 4 | -3 | 3 | 6 | 12 | -2 | -3 | -8
C[C@@H]1CN([C@@H](C)CO)C(=O)CCCn2cc(nn2)CO[C@H]1CN(C)S(=O)(=O)c1ccc(-n2cccn2)cc1 | 3 | -5 | 0 | 2 | -1 | 4 | -19 | 1 | -14 | -2 | -19
CCO[C@H]1OC(C(N)=O)=C[C@@H](c2ccc(Br)cc2)[C@@H]1CCCO | 0 | -7 | 7 | 4 | -4 | 9 | -1 | -16 | 4 | 7 | -3
CCOC(=O)c1c(NC(=O)COC(=O)/C=C/c2ccccc2)sc(C(=O)NC)c1C | -8 | -15 | -5 | 0 | 33 | -10 | -3 | -9 | 4 | -2 | 2
Cc1ccc(CN2CCN(Cc3ccc(C)s3)CC2CCO)cc1 (centres undefined) | 8 | 2 | -20 | -13 | 0 | 6 | -1 | 1 | 2 | -9 | 2
COc1ccc(S(=O)(=O)N2CCN(c3ccccc3)CC2)cc1 | -4 | -8 | 10 | 0 | -6 | 23 | -1 | 21 | -1 | -9 | 5
COc1ccccc1NS(=O)(=O)c1cc(NC(=O)C2=NNC(=O)CC2)ccc1C | 5 | -3 | 18 | 6 | 16 | 12 | -3 | 5 | 8 | 11 | -8
COc1ccccc1N1CCN(CCc2n[nH]c(=S)n2-c2ccccc2)CC1 | 3 | -1 | -2 | 8 | -6 | 19 | -7 | 11 | -10 | -2 | -10
CCOC(=O)c1cnn(-c2nc(SC)nc3sc4c(c23)CCCC4)c1N | -3 | 13 | -18 | 13 | -3 | -30 | -2 | -11 | 16 | -5 | -7
COc1cccc(C(C)(O)c2nc(-c3cccc4cccnc34)cs2)c1 (centres undefined) | -16 | -14 | 25 | / | 1 | -25 | / | 2 | 4 | 3 | -8
CC(=O)Nc1cccc(/C(C)=N/N2C(C)CCCC2C)c1 (centres undefined) | -10 | -11 | 11 | 3 | -1 | 6 | -7 | 5 | 3 | 10 | -5
CCCCCCc1nc2ccccc2c(=O)n1NC(=O)c1c(O)c2c(n(CC(C)C)c1=O)CCCC2 | 18 | -2 | 10 | 16 | -2 | -5 | -14 | 4 | -2 | 2 | 3
Cc1occc1-c1nnc(SCC(=O)Nc2ccccc2)n1CCc1ccccc1 | -3 | -5 | 14 | 7 | 13 | 16 | 3 | 5 | 0 | -5 | 4
CCN(CC)c1ccc(C=C2C(=O)OC(c3ccccc3)OC2=O)cc1 (centres undefined) | -10 | 7 | -8 | 0 | -1 | -4 | 8 | 9 | -2 | -17 | -22
O=C1CCCC/C1=C/NCc1ccccc1 | -15 | -5 | -7 | -11 | -2 | 0 | 2 | -23 | -1 | -21 | 0
NS(=O)(=O)c1cccc(NC(=O)CCC(=O)c2cccs2)c1 | -20 | 1 | -11 | -1 | 0 | -25 | -4 | -7 | 4 | -4 | -11
O=C(COC(=O)c1cc(Br)ccc1O)NNC(=O)c1cccs1 | 3 | 11 | 3 | -7 | -6 | 0 | 2 | 4 | -14 | 0 | -2
COc1ccc(-c2nc(-c3ccc(C(=O)O)cc3)no2)cc1 | -14 | 2 | -45 | -34 | ? | -89 | -10 | -155 | 43 | -53 | -104
CC(C)Cc1nc(SCC(=O)N2CCCC2)c2c(=O)n(C)c(=O)n(C)c2n1 | 7 | -5 | -18 | 23 | 6 | -21 | -5 | -4 | 26 | -17 | 15
CCOC(=O)c1oc2ccc(Br)cc2c1CSc1nnc(C)s1 | -3 | 5 | -2 | -15 | -4 | 2 | 5 | 16 | -9 | 6 | 13
COc1ccc(NC(=S)NCCc2ccccc2)c(C)c1 | 17 | 4 | 6 | 5 | -4 | 1 | -6 | 20 | 1 | -26 | 9
COc1cc(C)ccc1NC(=O)c1ccc(S(=O)(=O)N2CCOCC2)cc1 | -21 | 8 | 5 | -13 | -6 | 3 | 1 | 0 | -13 | -2 | -37
Cn1c(CC(=O)Nc2ccccc2)nnc1SCC(=O)Nc1ccc(N2CCOCC2)cc1 | -37 | -8 | -27 | 1 | 7 | -18 | 0 | -5 | -10 | -27 | -12
COc1ccc(CCN(C)C(=S)Nc2cccc(C)c2)cc1OC | -7 | -7 | 2 | 2 | 8 | 6 | -10 | 10 | -50 | -13 | -19
O=C(CSc1ccc(F)cc1)Nc1nnc(-c2ccco2)o1 | 3 | -11 | 24 | 16 | 1 | 0 | 3 | 7 | 1 | 8 | -2

2 consecutive compounds out of the list so far, for reference:
SMILES | TROY signal inh | NOD2-RIPK2 inh | COUP-TFII inh | EBV LMP1 NFkB | Vif imaging | SRC3 inh | TLR9-MyD88 inh | LRH-1 inv ag | C8 TRAIL sens | NCOA2 inhibitor | NCOA1 inh
COc1ccc(CCN(C)C(=S)Nc2cccc(C)c2)cc1OC | -7 | -7 | 2 | 2 | 8 | 6 | -10 | 10 | -50 | -13 | -19
O=C(CSc1ccc(F)cc1)Nc1nnc(-c2ccco2)o1 | 3 | -11 | 24 | 16 | 1 | 0 | 3 | 7 | 1 | 8 | -2

The results go on.
SMILES | TROY signal inh | NOD2-RIPK2 inh | COUP-TFII inh | EBV LMP1 NFkB | Vif imaging | SRC3 inh | TLR9-MyD88 inh | LRH-1 inv ag | C8 TRAIL sens | NCOA2 inhibitor | NCOA1 inh
COc1ccc(NC(=O)CSc2nc(N)cc(N)n2)cc1S(=O)(=O)N1CCCCC1 | -3 | -7 | -2 | -2 | -11 | -40 | 4 | -2 | -16 | 3 | -1
O=C(Cc1cccs1)Nc1ccccn1 | -13 | -4 | -5 | -2 | 3 | -6 | 12 | 7 | -7 | -10 | -10
O=C(Nc1cc(-c2nn(CC(=O)N3CCCCC3)c(=O)c3ccccc23)ccc1N1CCOCC1)c1ccc(Cl)cc1 | -11 | 2 | 8 | -3 | 17 | 5 | 8 | -10 | -17 | -5 | -4
COCCn1c(SC)nnc1-c1c[nH]c2ccccc12 | -8 | 5 | -10 | -9 | -3 | -6 | 5 | 17 | -13 | 8 | -20
COc1cc2c(cc1NS(=O)(=O)N1CCCCC1)oc1ccccc12 | 3 | 3 | -25 | -6 | / | 1 | -4 | 7 | -17 | 5 | -3
CCn1c(C(=O)OC)cc2c1ccn2-c1ccc(F)cc1 | -98 | -6 | -49 | -46 | / | -60 | -1 | -80 | 7 | -66 | -100
